# inhibitors of VEEV – inhibitors of VEEV TC-83 cytopathic effect, confirmation, Vero cells (AID 588727); 350,000 compounds, 0.13% hits; Vero cells, VEEV TC-83 cytopathic effect inhibition; higher % means a stronger effect; one-dose inhibition, % at 20 µM; IC50 in µM for titrated hits; in the data active means a potency from the dose series; inconclusive means inhibition mostly from about 14% at the one dose, without a potency; inactive means the rest, 99 in 100 with inhibition below about 12%; further: strong numbers were not always called active
# H37Rv inhibition – M. tuberculosis growth inhibition, HTS (AID 449762); M. tuberculosis H37Rv growth inhibition, 7H9 media; higher % means a stronger effect; inhibition, % at 25 µM; hits with a dose series show IC50 in µM; 330,000 compounds, 0.59% hits; in the data active means a potency from the dose series; inconclusive means inhibition above about 70% without an active follow-up result;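 further: bacterial growth assessed after seven days of incubation; strong numbers were not always called active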
# tuberculosis growth – growth inhibition of non-replicating M. tuberculosis (AID 488890). Mycobacterium tuberculosis non-replicating, growth inhibition; higher % means a stronger effect. 320,000 compounds, 0.39% hits. one-dose inhibition, % at 25 µM; IC50 in µM for titrated hits; in the data active means a potency from the dose series; inconclusive means inhibition mostly from about 82% at the one dose, without a potency; inactive means the rest, 99 in 100 with inhibition below about 76%;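 further: plate controls were DMSO cells for no effect and high antibiotic wells for full effect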
# influenza NS1A – H1N1 influenza NS1A inhibitors, functional cell based assay (AID 504329); NS1A functional cell-based assay, percent inhibition; higher % means a stronger effect; one-dose inhibition, % at 12.5 µM; IC50 in µM for titrated hits; 340,000 compounds, 0.3% hits; in the data active means a potency from the dose series; inconclusive means inhibition above about 27% without an active follow-up result; further: strong numbers were not always called active
# Salmonella PhoP GFP – Inhibition of PhoP regulon, Salmonella typhi GFP reporter cells, confirmation, 4 h (AID 1850); Salmonella Typhi PhoP-promoter GFP reporter, fluorescence, 4 h; higher % means a stronger effect; one-dose inhibition, % at 50 µM; IC50 in µM for titrated hits; 310,000 compounds, 0.33% hits; in the data active means a potency from the dose series; inconclusive means inhibition mostly from about 25% at the one dose, without a potency; inactive means the rest, 99 in 100 with inhibition below about 19%;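 further: 0% = induced wells with vehicle and 100% = uninduced wells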
# inhibitors of VEEV 10K pilot screen – second read-out of inhibitors of VEEV, no call of its own (marks repeat the call); inhibition, %; measured here: 10K pilot screen inhibition
# Starred values were filed as active, the others as inactive; i = inactive; ? = inconclusive; . = not tested or not shown.
# Sample of the layout:
SMILES,inhibitors of VEEV,H37Rv inhibition,tuberculosis growth,influenza NS1A,Salmonella PhoP GFP,others
O=C(COC(=O)CNC(=O)C1CCCCC1)Nc1cccc(F)c1,1.2%,-17%,-9%,-8%,.,
COc1ccc(-n2c(=O)c(CCC(=O)N(C)Cc3cccs3)nc3ccccc32)cc1,9.3%,-1%,7%,2%,-2%,
O=[N+]([O-])c1ccc(N=Cc2sc3ccccc3c2O)cc1,0.5%,2%,-2%,17%,-9%,
COCC(C)n1c(SCC(=O)N2CCOCC2)nc2ccccc2c1=O (centres undefined),0.8%,3%,.,2%,.,
CCN1CCN(c2ncnc3c2cnn3-c2ccc(Cl)cc2)CC1,9.2%,-3%,.,17%,4%,
COc1cc(CC(=O)OCC(=O)Nc2ccc(Cl)c(S(=O)(=O)N(C)C)c2)cc(OC)c1OC,2.2%,-11%,.,21%,8%,

# Results, previewed entries included:
SMILES,inhibitors of VEEV,H37Rv inhibition,tuberculosis growth,influenza NS1A,Salmonella PhoP GFP,others
O=C(COC(=O)CNC(=O)C1CCCCC1)Nc1cccc(F)c1,1.2%,-17%,-9%,-8%,.,
COc1ccc(-n2c(=O)c(CCC(=O)N(C)Cc3cccs3)nc3ccccc32)cc1,9.3%,-1%,7%,2%,-2%,
O=[N+]([O-])c1ccc(N=Cc2sc3ccccc3c2O)cc1,0.5%,2%,-2%,17%,-9%,
COCC(C)n1c(SCC(=O)N2CCOCC2)nc2ccccc2c1=O (centres undefined),0.8%,3%,.,2%,.,
CCN1CCN(c2ncnc3c2cnn3-c2ccc(Cl)cc2)CC1,9.2%,-3%,.,17%,4%,
COc1cc(CC(=O)OCC(=O)Nc2ccc(Cl)c(S(=O)(=O)N(C)C)c2)cc(OC)c1OC,2.2%,-11%,.,21%,8%,
O=C1N=C(N2CCCCC2)S/C1=C\c1cn[nH]c1-c1ccccc1,i,-11%,-12%,-2%,-5%,
O=C(Nc1ccsc1C(=O)NC1CCCCC1)c1ccccc1,i,15%,12%,4%,4%,
CCc1ncc(CN2CCC(C(=O)Nc3cccc(-c4cscn4)c3)CC2)cn1,2.7%,6%,-11%,-4%,-3%,
Cc1ccn2cc(CCNS(=O)(=O)c3ccc(F)c(C(F)(F)F)c3)nc2c1,1.9%,-6%,26%,-10%,5%,
CCOc1cc(C(=O)CCC(=O)OCC(=O)Nc2ccc(F)cc2)ccc1O,0.7%,.,.,-1%,.,
COc1ccc(S(=O)(=O)N(CC(=O)N2CCCCCC2)c2ccccc2OC)cc1,2.3%,-4%,6%,7%,8%,
CC(=O)c1sc(NS(=O)(=O)c2ccc(C)cc2)nc1C,i,3%,17%,-4%,-8%,
NC(=O)C1=C(N=C2CCCCC2)CCCC1,0.4%,.,.,1%,.,
CCOC(=O)C(O)(CCC(O)(C(=O)OCC)C(=O)OCC)C(=O)OCC,i,-8%,-6%,-3%,-12%,
Cn1c(SCC(=O)OCC(=O)c2ccccc2)nnc1-c1cccs1,i,2%,-13%,0%,10%,
O=C(NC(=S)NCCCN1CCOCC1)c1ccco1,i,-1%,2%,1%,8%,
O=C(CC1CC2CCC1C2)N1CCN(S(=O)(=O)c2ccccc2[N+](=O)[O-])CC1 (centres undefined),1.2%,-3%,30%,3%,.,
O=C(NC1=NCCS1)c1ccccc1OCc1ccccc1Cl,0.5%,8%,12%,1%,-3%,
O=C1COc2ccc(C(=O)CSc3nnnn3-c3ccccc3)cc2N1,4.4%,-5%,-10%,0%,-6%,
CN(CC(=O)Nc1ccc(Cl)c(C(F)(F)F)c1)C(=O)C1CC(=O)N(C2CCCC2)C1 (centres undefined),3.0%,-4%,31%,-1%,.,
COCC(=O)n1nc(-c2ccccc2)nc1NCc1ccccc1,6.7%,.,.,-7%,.,
O=C(NC1=NCCS1)c1ccc(-c2ccc(Cl)cc2)o1,1.5%,?,i,3%,-9%,
COc1ccc(N2CCN(CC(=O)c3c(C)n(C)c4ccc(OC)cc34)CC2)cc1,0.6%,?,72%,.,2%,
Cc1ccc(CNc2ccc(N3C(=O)CC(C)C3=O)cc2[N+](=O)[O-])cc1 (centres undefined),5.1%,3%,28%,6%,-2%,
O=C(CN1C(=O)NC2(CCCC2)C1=O)OCCOc1ccccc1Cl,2.1%,-6%,-2%,-6%,6%,
COc1ccc(C(CNC(=O)c2cc(S(=O)(=O)Nc3cccc(C)c3)ccc2C)N2CCOCC2)cc1 (centres undefined),8.0%,.,.,-2%,.,
Cc1ccc(OCc2cnc(Cl)s2)c(C)c1,0.5%,-7%,-2%,-14%,4%,
COc1cc(CCC(O)CC(=O)CCc2ccccc2)ccc1O (centres undefined),1.3%,-4%,42%,-3%,7%,
C=CCn1c(SCC(=O)c2ccc(Br)cc2)nnc1C(CC(C)C)NC(=O)c1cccs1 (centres undefined),i,7%,21%,4%,-16%,

# Three successive entries already listed:
SMILES,inhibitors of VEEV,H37Rv inhibition,tuberculosis growth,influenza NS1A,Salmonella PhoP GFP,others
Cc1ccc(OCc2cnc(Cl)s2)c(C)c1,0.5%,-7%,-2%,-14%,4%,
COc1cc(CCC(O)CC(=O)CCc2ccccc2)ccc1O (centres undefined),1.3%,-4%,42%,-3%,7%,
C=CCn1c(SCC(=O)c2ccc(Br)cc2)nnc1C(CC(C)C)NC(=O)c1cccs1 (centres undefined),i,7%,21%,4%,-16%,

# The listing continues:
SMILES,inhibitors of VEEV,H37Rv inhibition,tuberculosis growth,influenza NS1A,Salmonella PhoP GFP,others
CCc1ccc2c(c1)c1nc(C)sc1n2CC(=O)OC,1.1%,?,73%,-5%,-7%,
CC1CCCN(S(=O)(=O)c2cccc(C(=O)NCc3ccco3)c2)C1 (centres undefined),1.6%,-9%,4%,1%,.,
COc1ccc(Cn2nnnc2C(c2cccs2)N2CCN(c3ccc([N+](=O)[O-])cc3)CC2)cc1 (centres undefined),5.4%,-1%,22%,-1%,-13%,
Cc1ccc(S(=O)(=O)c2c(N)n(CCCO)c3nc4ccccc4nc23)cc1,6.7%,7%,-3%,4%,1%,
CC1=C(C#N)C(C)C2=C(CC(C)(C)CC2=O)N1 (centres undefined),i,-9%,-1%,-3%,5%,inhibitors of VEEV 10K pilot screen=0.5
COc1cn(-c2ccccc2)nc1C(=O)Nc1ccc(C)cc1Cl,1.6%,6%,55%,15%,-4%,
COc1cc(NC(=O)CN2C(=O)COc3ccc(S(=O)(=O)N4CCCCC4)cc32)cc(OC)c1,i,12%,30%,-16%,-5%,
COC(=O)c1c[nH]n2c(=O)c(Cc3ccc(F)cc3Cl)c(C)nc12,1.3%,0%,32%,-4%,4%,
COc1ccc(CCC(=O)OCc2csc(CC(=O)Nc3ccccc3C)n2)cc1,4.0%,0%,40%,1%,-1%,
Cc1ccc(C(=O)CCC(=O)N2CCN(c3ccccc3O)CC2)cc1,2.3%,4%,0%,-2%,-3%,
O=C(NCc1ccc2c(c1)OCO2)c1ccc(N2CCCC2=O)cc1,2.5%,-3%,-4%,0%,-1%,
CCN(CC)CCNC(=O)c1ccc(NC(=O)c2cccc(S(=O)(=O)N3CCCCCC3)c2)cc1,1.4%,.,.,4%,.,
CC(=O)c1cccc(S(=O)(=O)N2CCC(C(=O)O)CC2)c1,1.2%,1%,-7%,7%,6%,
O=C(CNCc1ccc(Cl)cc1)Nc1cc(S(=O)(=O)N2CCCC2)ccc1Cl,7.9%,.,.,-4%,.,
COc1ccccc1NS(=O)(=O)c1cc([N+](=O)[O-])ccc1N/N=C/c1c[nH]c2ccccc12,i,0%,6%,9%,4%,
CCC(=O)Nc1c(-c2ccc(C)cc2)nc2ccc(C)cn12,0.1%,2%,-14%,1%,-3%,
O=C(O)COc1ccc(C(=O)Cc2ccc3c(c2)OCCCO3)c(O)c1,1.0%,-11%,16%,1%,16%,
Cc1scc(C(=O)NNC(=O)CCC(=O)O)c1C,0.3%,1%,-12%,-1%,0%,
COc1ccc(C(=O)NCCn2cc(SCC(=O)NCC3CCCO3)c3ccccc32)cc1OC (centres undefined),12%,-2%,-12%,26%,-2%,
CCOc1ccc2c(c1)-c1c(ssc1=S)C(C)(C)N2,i,1%,19%,22%,3%,
CCn1c(Cc2ccccc2)n[nH]c1=S,4.0%,-4%,0%,-1%,6%,
O=C(c1cccnc1)N1CCN(S(=O)(=O)c2ccc(Cl)cc2)CC1,1.7%,9%,1%,5%,0%,
COc1ccc(/C=C/C(=O)OCC(=O)c2c(C)[nH]c3ccccc23)cc1OC,0.5%,3%,37%,0%,-10%,
COc1ccc(C2=NO[C@@H]3[C@@H]4C[C@@H]([C@H]5C(=O)N(c6ccc7c(c6)OCO7)C(=O)[C@@H]45)[C@H]23)cc1OC,0.1%,-1%,17%,-4%,-6%,
Cc1nc2sc(C(c3cccc(F)c3)N3CCOCC3)c(O)n2n1 (centres undefined),1.9%,1%,-6%,-28%,4%,
NC(=O)c1ccsc1NC(=O)COC(=O)/C=C/c1ccccc1,11%,35%,-7%,-6%,3%,
CCOC(=O)c1[nH]c2ccccc2c1NC(=O)C(CC)CC,i,-2%,.,-10%,13%,
C=CCN1C=C2C(=O)C(C)(OC(=O)CCC(=O)OC)C(=O)C=C2C=C1C1CC1 (centres undefined),1.2%,-2%,15%,-11%,3%,
COc1ccccc1NS(=O)(=O)c1cc(NC(=O)C(C)NC(N)=O)ccc1N1CCCC1 (centres undefined),3.0%,-12%,30%,6%,.,
CCc1cccc(OCC(=O)Nc2ccc(C(=O)O)cc2NC(=O)COc2cccc(CC)c2)c1,6.5%,-6%,12%,-1%,-7%,
COc1ccc(NC(=O)Cn2cc(S(=O)(=O)Cc3ccccc3)c3ccccc32)c(OC)c1,4.3%,-4%,44%,-5%,-2%,
C[C@H](CO)N1C[C@H](C)[C@@H](CN(C)C(=O)Nc2ccc(C(F)(F)F)cc2)Oc2c(NC(=O)C3CCCCC3)cccc2C1=O,i,6%,42%,-10%,.,
Cc1ccccc1OCC(=O)NNC(=O)C1CC(=O)N(c2ccc3c(c2)OCCO3)C1 (centres undefined),i,-1%,-20%,7%,.,
CC(C)(C)c1ccc(NC(=O)Nc2ccc(OCC(=O)N3CCOCC3)cc2)cc1,4.5%,1%,?,-2%,-1%,
C#CCNC(=O)C1=C[C@@H](c2cn(C(C)=O)c3ccccc23)C[C@@H](OCCCCO)O1,0.5%,1%,11%,6%,3%,
CCCc1nnc(SCC(=O)NC2CC2)n1C,0.2%,3%,-5%,8%,9%,
COc1cc(NS(=O)(=O)c2ccc(NC(=O)COc3ccc(C)cc3C)cc2)nc(OC)n1,i,2%,12%,-5%,6%,
CC(C)C1C(=O)CC(c2ccccc2)NC1c1ccccc1 (centres undefined),0.8%,7%,24%,4%,-7%,
O=S(=O)(Cc1ccc(Cl)cc1)Nc1ccc(Cl)cn1,i,-6%,51%,3%,0%,
c1ccc(-c2csc(-c3cccnc3)n2)cc1,0.3%,-13%,15%,1%,9%,
CC(C)N(C(=O)[C@H]1C[C@H](CC(=O)NCC23CC4CC(CC(C4)C2)C3)C(=O)N2CCc3c([nH]c4cc(CCC(=O)N(C)C)ccc34)[C@]12C)C(C)C,3.9%,.,.,-11%,.,
COc1ccccc1CC(=O)Nc1cc(Cl)ccc1O,0.6%,-3%,12%,-7%,8%,
CN(C)S(=O)(=O)c1ccc(C(=O)Nc2nnc(SCC(=O)NCC3CCCO3)s2)cc1 (centres undefined),1.4%,2%,-5%,-3%,-3%,
CCOC(=O)c1c(-c2ccc(OC)cc2)csc1/N=C/C1C(=O)CCCC1=O,6.4%,5%,5%,-3%,12%,
O=C(CSc1nnc(CNc2cccc(Cl)c2)o1)OC1CCCCC1,2.8%,?,?,1%,-8%,
O=C1Nc2ccc([N+](=O)[O-])cc2C1(O)N1CCCCC1 (centres undefined),0.8%,10%,4%,2%,6%,
CCOC(=O)C1CCN(c2c(N3CCN(c4ccccc4OC)CC3)c(=O)c2=O)CC1,0.8%,.,.,3%,.,
CCOC(=O)C(C)Sc1nnc(-c2ccccc2O)n1-c1ccc(C)cc1 (centres undefined),6.8%,?,67%,3%,-11%,
Cc1ccc(N(C)C(=O)CN(C)S(=O)(=O)c2ccc3c(c2)n(C)c(=O)c(=O)n3C)cc1,0.6%,6%,-7%,-3%,-6%,
Cc1ncc(CN2CCCC(C(=O)c3cccc(OC(C)C)c3)C2)s1 (centres undefined),i,4%,63%,6%,-6%,
C/C(=N\Nc1ccc(S(N)(=O)=O)cc1[N+](=O)[O-])c1cccnc1,1.9%,7%,-9%,1%,6%,
O=C(NCCCN1CCCC1=O)c1ccc(S(=O)(=O)Nc2ccccc2F)cc1,5.3%,-5%,-13%,-5%,5%,
